Bioassay records from PubChem BioAssay.
bovine MsrA act – bovine methionine sulfoxide reductase A activation. purified bovine MsrA, absorbance read-out. activation, % at 10.6 µM. 0.3% of 360,000 active; in the data active means activation above about 7.5%;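 further: 0% = vehicle and 100% = reference activator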
CSN deneddyl inh – CSN deneddylation inhibition; 0.38% of 360,000 active; Q92905; inhibition, % at 12.5 µM; Purified CSN, SCF-Nedd8-OG deneddylation, fluorescence polarization; AID 651999;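 active means pattern-corrected inhibition above about 35%, with an unprinted fluorescence ratio check between 0.5 and 1.5, limit read from the data, passing the limit was not always enough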;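 further: 0% = enzyme with substrate and 100% = substrate without enzyme; some results filed as inactive read as strong as hits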
Target sequence (Q92905 whole entry, looked up, one chain of several): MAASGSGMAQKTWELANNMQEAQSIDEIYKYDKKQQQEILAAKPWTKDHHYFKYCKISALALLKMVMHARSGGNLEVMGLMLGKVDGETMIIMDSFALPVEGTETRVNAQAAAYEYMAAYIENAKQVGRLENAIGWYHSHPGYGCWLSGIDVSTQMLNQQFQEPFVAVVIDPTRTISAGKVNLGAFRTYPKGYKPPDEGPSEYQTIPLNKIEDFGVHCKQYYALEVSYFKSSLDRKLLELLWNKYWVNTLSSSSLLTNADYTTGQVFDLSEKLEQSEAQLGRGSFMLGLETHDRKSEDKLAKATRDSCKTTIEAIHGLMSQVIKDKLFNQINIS
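test system = HEK293T-derived human Csn5 enzyme | amount = 0.24 nM Csn5 enzyme, final concentration | medium = Tris/NaCl/DTT buffer, pH 7.5 | schedule = 90 min reaction at room temperature | signal = FP | evaluation = inhibition of Csn5 cleavage, % | compound dosing = single dose of 12.5 µM compound with 0.25% DMSO | probe or stimulus = 10 nM SCFSkp2-Nedd8OG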
MLLE-PAM2 inh – blocks PAM2 peptide binding to the PABP1 MLLE domain. P11940. GST-MLLE / FITC-PAM2 fluorescence polarization. inhibition, % at 20 µM. 0.36% of 360,000 active. AID 588489; in the data active means inhibition above about 35%, passing the limit was not always enough;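 further: plate controls were DMSO wells with GST-MLLE for no effect and wells lacking GST-MLLE protein for full effect; some results filed as inactive read as strong as hits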
Target sequence (P11940 whole entry, looked up, the tested form may be a part): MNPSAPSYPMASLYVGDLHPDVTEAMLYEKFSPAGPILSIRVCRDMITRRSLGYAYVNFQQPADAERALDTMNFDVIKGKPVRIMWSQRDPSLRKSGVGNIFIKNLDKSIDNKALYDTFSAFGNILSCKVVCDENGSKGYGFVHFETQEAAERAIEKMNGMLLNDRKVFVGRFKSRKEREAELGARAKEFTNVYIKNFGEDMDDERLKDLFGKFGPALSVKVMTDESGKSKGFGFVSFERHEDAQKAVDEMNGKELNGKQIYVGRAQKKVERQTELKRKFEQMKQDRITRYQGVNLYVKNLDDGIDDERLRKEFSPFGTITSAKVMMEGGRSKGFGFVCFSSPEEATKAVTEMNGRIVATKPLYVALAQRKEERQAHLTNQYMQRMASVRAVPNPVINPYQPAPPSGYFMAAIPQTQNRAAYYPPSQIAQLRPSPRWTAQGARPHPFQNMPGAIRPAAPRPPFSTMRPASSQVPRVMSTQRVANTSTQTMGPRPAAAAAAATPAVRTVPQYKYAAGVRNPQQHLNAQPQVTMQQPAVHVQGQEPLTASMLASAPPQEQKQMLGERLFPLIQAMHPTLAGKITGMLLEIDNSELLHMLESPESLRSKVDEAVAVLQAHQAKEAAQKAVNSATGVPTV
Rin1 Abl inh – blocks binding of human Rin1 to Abl. AID 588664. TR-FRET Rin1/Abl binding, biochemical. 0.4% of 360,000 active. inhibition, % at 7.35 µM; in the data active means inhibition above about 5%, passing the limit was not always enough
MsrA inh – inhibitors of bovine MsrA; 0.75% of 360,000 active; purified bovine MsrA, absorbance read-out; inhibition, % at 15.5 µM; in the data active means inhibition above about 4.5%;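 further: 0% = vehicle wells with enzyme and 100% = reference inhibitor wells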
Tb MetRS inh – Trypanosoma brucei MetRS inhibition; purified T. brucei MetRS, ATP depletion, Kinase-Glo luminescence; inhibition, % at 11.9 µM; 0.4% of 360,000 active; AID 624268;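 active means inhibition above a per-plate cutoff of the control wells' mean inhibition plus 3 SD, cut at about 5.5% in these data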;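 further: 0% = DMSO wells median and 100% = median of wells with control inhibitor compound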
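Dosing: 11.9 µM compound single dose, 0.9% DMSO; Assay system: purified T. brucei MetRS enzyme; Measured by: Kinase-Glo luciferase luminescence reporting remaining unconsumed ATP; Schedule: 15 min plus 2 h at 25 °C.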
eLon inh – inhibitors of E. coli Lon protease; AID 602123; purified E. coli Lon protease, fluorescence polarization; inhibition, % at 7.94 µM; 0.42% of 360,000 active; P0A9M0; in the data active means inhibition above about 13%, passing the limit was not always enough;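 further: 0% = enzyme with probe and DMSO and 100% = no enzyme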
Neddyl block – cullin neddylation inhibition; P61081+Q13564; TR-FRET cullin neddylation, biochemical; calls only at 25 µM; 0.58% of 360,000 active; in the data active means inhibition above about 36%
FAS TE block – inhibitors of human fatty acid synthase thioesterase domain; P49327; inhibition, % at 15 µM; recombinant FAS-TE, OMFH fluorogenic substrate, fluorescence endpoint; 0.67% of 360,000 active;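 active means compounds whose normalised, plate-corrected inhibition of enzyme fluorescence in the single-dose primary screen is 50% or more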;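 further: 0% = DMSO with enzyme and 100% = substrate without enzyme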
Active calls of the source: *; i = inactive; · = not tested or not shown; + = active, no number.

SMILES	bovine MsrA act	CSN deneddyl inh	MLLE-PAM2 inh	Rin1 Abl inh	MsrA inh	Tb MetRS inh	eLon inh	Neddyl block	FAS TE block
CC1(C2CC2)NC(=O)N(CC(=O)N2CCN(c3ccccc3Cl)CC2)C1=O (stereo not drawn)	-2	4	-2	-2	0.0	-0.5	-2	i	-6
O=C(C1CCN(c2nc(-c3ccccc3)nc3c2CCC3)CC1)N1CCCC1	-3	-2	8	-2	-1.4	-0.1	-1	i	-1
COc1ccc(NC(=S)NCc2ccccc2Cl)c(OC)c1	-14	4	-23	3	-0.2	-1.0	-5	i	3
Cc1nn(-c2ccc(N3CCOCC3)nn2)c(C)c1CCC(=O)Nc1ccc(F)cc1	-3	1	3	-1	0.5	-0.4	6	i	-2
Cn1nc(-c2ccccc2)c2ncc(C(F)(F)F)cc21	-12	-7	3	-1	·	-0.6	-6	·	-2
CC(C)C1C(=O)N(Cc2cn(CC3CCCCC3)nn2)CCS(=O)(=O)N1Cc1ccc(-c2ccncc2)cc1 (stereo not drawn)	-2	0	-2	0	0.1	-0.8	0	i	2
Cc1ccc(C(=O)NCC(=O)Nc2cccc(C(F)(F)F)c2)cc1	-2	-1	-11	-1	-0.6	1.3	-1	i	-10
Cc1cc(C)n2nc(SC(C)C(=O)NC3CCCCC3C)nc2n1 (stereo not drawn)	0	1	3	2	-0.7	-0.3	0	i	10
Cc1cc(NC(=O)c2cc(-c3ccncc3)nc3c(C)cccc23)no1	-2	2	-9	-2	2.2	-1.2	6	·	3
CCCCCC(=O)Nc1ccccc1N1CCOCC1	-2	-7	-18	-3	0.2	0.0	3	i	-6
CS(=O)(=O)N1CCC(C(=O)NCc2ccc(F)cc2)CC1	-5	2	8	-2	-0.9	-0.5	-6	i	-8
COc1ccccc1N1CCN(C(=O)c2ccc(S(=O)(=O)N3CCCCC3)cc2)CC1	-2	7	-14	-2	0.3	-0.8	10	i	1
O=C(COC(=O)c1ccc(F)c(S(=O)(=O)N2CCOCC2)c1)NCc1ccccc1	-3	1	0	-2	0.7	0.3	-10	i	-4
Cc1cccc(OS(=O)(=O)NC(=O)OCC2CCCN3CCCCC23)c1 (stereo not drawn)	3	-15	-8	4	-0.8	0.1	-3	i	-3
C[C@H](CO)N1C[C@H](C)[C@@H](CN(C)C(=O)Nc2ccc3c(c2)OCO3)Oc2ccc(NC(=O)Cn3cnnn3)cc2C1=O	-1	3	25	2	0.3	-0.1	-1	i	-12
COCCn1nnnc1C(C(C)C)N(Cc1cccnc1)Cc1cc2cc(OC)ccc2[nH]c1=O (stereo not drawn)	-13	-4	22	-2	2.0	2.2	-5	+	-7
COc1cccc(-c2nnc(SCC(=O)Nc3ccc(OC)c(OC)c3)n2N)c1	-3	6	15	-4	-0.1	-1.0	10	i	-5
COC(=O)C(C(=O)Nc1cc(C)on1)C1CCCCCC1 (stereo not drawn)	-2	7	-4	0	-0.1	-1.0	-13	i	-2
COc1cc(C(=O)NCc2ccccc2Cl)ccc1OCC(=O)N1CCOCC1	-4	2	8	2	0.1	-0.2	1	i	-8
Cn1c(NC(=O)c2ccco2)c(-c2ccccc2Cl)c(=O)c2ccccc21	-5	0	11	-1	2.0	0.2	-11	i	-4
O=C(Cc1c(Cl)cccc1Cl)Nc1cccnc1	-2	2	-4	2	-1.3	0.1	3	i	-9
Cn1ccnc1SCC(=O)Nc1ccc(Br)cc1C(F)(F)F	-1	1	-17	3	·	-0.3	-1	i	-3
CC(C)CCNC(=O)[C@@H](NC(=O)c1c(F)cccc1F)C(C)C	-4	-1	-8	2	-0.2	-0.6	-4	i	-11
CS(=O)(=O)OCCCCOS(C)(=O)=O	0	1	-1	3	3.4	-0.3	-4	i	0
Cc1ccc(NC(=O)CSc2nc3ccccc3c(=O)n2CCCN2CCCCC2)cc1Cl	-5	5	-15	2	-1.2	-1.2	-3	i	17
COc1cccc(C2C(C(C)=O)=C(O)C(=O)N2CCc2c[nH]c3ccccc23)c1 (stereo not drawn)	-4	7	5	-3	2.9	-0.1	-5	i	-10
CCc1c(C(=O)N/N=C/c2sccc2C)nnn1-c1nonc1N	0	-5	-4	-3	1.2	0.2	0	i	-5
Cc1ccc(NCc2ccccc2O)cc1C	-3	1	14	-1	0.3	-0.9	-7	i	0
Nn1cnnc1N/N=C\c1ccc(-c2ccccc2[N+](=O)[O-])o1	20*	4	11	-4	-0.2	0.8	11	i	-5
Cc1ccc(/C=N/NC(=O)c2cc(-c3ccccc3)nc3ccccc23)o1	-2	-5	1	-2	2.6	0.9	-2	i	6
Cc1sc(NC(=O)C2CC(=O)N(Cc3ccco3)C2)nc1-c1ccccc1 (stereo not drawn)	-4	-2	-52	0	-0.7	-0.4	-4	i	-2
Cn1cc(S(=O)(=O)N2CCCC2)cc1C(=O)N1CCN(c2cccc(Cl)c2)CC1	-1	-3	-3	2	-0.9	-0.1	8	i	5
COc1ccc(S(=O)(=O)N2CCc3ccccc3C2)cc1	-2	15	3	4	-0.2	-0.8	1	i	17
CC(C)CC(NC(=O)CCl)c1ccccc1 (stereo not drawn)	-7	-13	3	0	-0.6	-0.8	3	i	-10
O=C(c1ccccc1)c1cccc[n+]1[O-]	-4	-2	-11	0	-0.1	-0.8	-5	i	-4
CN(C)C(=O)c1ccc(-c2n[nH]c(=O)c3ccccc23)cc1	-7	13	9	3	-0.5	-0.4	4	i	-7
Cc1[nH]n(-c2ccc(Cl)cc2)c(=O)c1C=Nc1ccc(S(=O)(=O)N2CCOCC2)cc1	-7	-2	16	3	1.1	-0.8	-2	i	63*
CCOC(=O)C1(CCc2ccccc2)CCN(Cc2ccccn2)CC1	-2	0	-5	0	2.4	0.6	4	i	-2
CC(C)(C)c1nc(SCC(=O)N2CC(=O)Nc3ccccc32)c2ccccc2n1	-1	0	-17	4	-1.3	-0.7	8	i	-2
CCCCn1c(N)c(N(CCC(C)C)C(=O)c2cc(S(=O)(=O)N3CCOCC3)ccc2F)c(=O)[nH]c1=O	-9	6	-16	-2	-0.3	-0.7	1	i	-8
CCc1ccc(N/C(N)=N/c2nc(CSc3ccccn3)cc(=O)[nH]2)cc1	-3	-4	2	2	0.5	-0.6	2	i	8
Clc1ccc(CNc2ccc(CNc3ncn[nH]3)cc2)c(Cl)c1	1	4	-4	-2	-1.6	0.5	7	i	-7
CCN(CC)S(=O)(=O)c1ccc(N2CCN(S(=O)(=O)c3ccccc3C#N)CC2)nc1	0	-3	0	2	-0.2	0.2	6	i	19
COc1ccc(NC(=O)COC(=O)CCc2nc3ccccc3c(=O)[nH]2)cc1Cl	-6	-2	-16	1	1.3	0.5	3	i	-2
CCOC(=O)c1oc2cc(OCC(=O)OC)ccc2c(=O)c1-c1ccc(OC)c(OC)c1	-5	0	2	-3	1.1	-0.1	-7	i	-4
CCCC12CN3CCN(CC(C3)/C1=N\NC(=O)Nc1ccccc1)C2	-2	-1	-4	-4	-0.7	0.1	-4	i	-5
OCCNC(=S)Nc1cc(Cl)cc(Cl)c1	-3	-1	19	3	-1.2	0.9	16	i	-2
O=C(Nc1nnc(Cc2ccccc2)s1)c1cnccn1	-1	-2	-6	3	-0.1	0.1	0	i	-2
COc1ccc(/C=N/n2c(C)nc3c([nH]c4ccccc43)c2=O)cc1CN1CCCC(C)(C)C1	1	7	0	-1	-1.2	0.2	-1	i	-2
Cc1ccc(S(=O)(=O)N2C[C@]3(O)C[C@@H]4C(=O)N(c5ccccc5)C(=O)[C@@H]4C[C@]3(OC(=O)Nc3cccs3)C2)cc1	-3	4	30	-1	0.8	-1.1	-3	i	0
Later entries.
SMILES	bovine MsrA act	CSN deneddyl inh	MLLE-PAM2 inh	Rin1 Abl inh	MsrA inh	Tb MetRS inh	eLon inh	Neddyl block	FAS TE block
CCOC(=O)c1[nH]c(C)c(C(=O)Nc2ccc(C)c(F)c2)c1C	-2	1	-13	1	·	-0.2	3	i	-4
CCSc1nnc(CNC(=O)c2ccccc2F)n1-c1ccccc1OC	3	-2	11	1	1.1	-0.8	0	i	-12
c1ccc(-c2nnc(SCc3nnc(-c4cccs4)o3)o2)cc1	-2	4	-81	-1	0.1	0.1	-1	i	-3
Cc1csc(NC(=O)C2=NN(c3ccccc3)C(=O)CC2)n1	-3	3	-4	-2	0.6	0.2	-9	i	-4
Cc1ccc(S(=O)(=O)N2CCCCC2)cc1NC(=O)C1CC1	-8	3	2	4	0.5	-0.3	3	i	-4
CC12CCC(=O)N1C(C(=O)Nc1cc(C(F)(F)F)ccc1N1CCOCC1)CS2 (stereo not drawn)	-2	-5	12	2	0.7	-0.3	-7	i	0
Cc1cc(C)c2c(N)c(C(=O)N3CCCCCC3)sc2n1	-2	-5	25	-2	1.1	0.1	-5	i	-8
C/C(=N\NS(=O)(=O)c1ccc(C)c([N+](=O)[O-])c1)c1cc2ccccc2o1	-13	-2	16	-4	1.1	-1.6	-5	i	11
CN(CC(=O)NC1CCN(Cc2ccccc2)CC1)S(=O)(=O)c1ccc(Br)s1	-13	4	26	2	-0.6	-0.5	11	i	-2
O=S(=O)(NC1CCCC1)c1ccccc1Br	-1	1	5	0	0.9	-0.4	7	i	-3
c1ccc(Oc2nc(NCc3ccco3)nc(NCc3ccco3)n2)cc1	-12	-1	-10	2	0.2	-0.9	-1	i	2
CC(C)OC(=O)c1c(NC(=O)CCC(=O)O)sc2c1CCCCC2	-3	-4	4	-1	0.2	0.2	4	i	-8
CC1(C(=O)Nc2ccc(F)cc2F)CCN1C(=O)Cc1ccccc1 (stereo not drawn)	-5	-3	7	0	0.8	-0.3	-1	i	-12
Cc1ccc(-c2nnc(N3CCCCCC3)c3ccccc23)cc1	-8	1	-10	1	0.6	-0.1	6	i	16
Cc1csc(NC(=O)Nc2ccccc2[N+](=O)[O-])n1	-2	-5	2	-1	-0.3	0.5	-3	i	0
N#C/C(=C\c1ccc(/C=C(/C#N)c2nn(CCO)c(N)c2C#N)cc1)c1nn(CCO)c(N)c1C#N	-4	-5	-15	-1	-0.6	-0.3	-5	i	-10
CCOC(=O)CCc1c(C)c2ccc(O)cc2oc1=O	-3	-8	2	0	1.4	0.0	-2	·	-8
CC(C)CC(=O)Nc1nnc(SCC(=O)NCC2CCCO2)s1 (stereo not drawn)	-2	-3	8	-5	-0.7	0.2	3	i	-2
CN(C)c1nc2n(c(=O)n1)CCO2	2	2	14	-3	-0.6	-0.7	7	i	-8
COc1ccc(-c2cc(C(F)(F)F)nc(SCC(=O)Nc3cc(C)on3)n2)cc1	-3	-1	5	1	0.3	-1.1	-5	i	0
O=C(Cn1nc(-c2ccccc2)ccc1=O)NCCN1CCN(c2cccc(Cl)c2)CC1	-2	0	-1	1	-1.6	0.2	4	i	-3

By substructure: the entries above with a CF3 group (5)
SMILES	bovine MsrA act	CSN deneddyl inh	MLLE-PAM2 inh	Rin1 Abl inh	MsrA inh	Tb MetRS inh	eLon inh	Neddyl block	FAS TE block
Cn1nc(-c2ccccc2)c2ncc(C(F)(F)F)cc21	-12	-7	3	-1	·	-0.6	-6	·	-2
Cc1ccc(C(=O)NCC(=O)Nc2cccc(C(F)(F)F)c2)cc1	-2	-1	-11	-1	-0.6	1.3	-1	i	-10
Cn1ccnc1SCC(=O)Nc1ccc(Br)cc1C(F)(F)F	-1	1	-17	3	·	-0.3	-1	i	-3
CC12CCC(=O)N1C(C(=O)Nc1cc(C(F)(F)F)ccc1N1CCOCC1)CS2 (stereo not drawn)	-2	-5	12	2	0.7	-0.3	-7	i	0
COc1ccc(-c2cc(C(F)(F)F)nc(SCC(=O)Nc3cc(C)on3)n2)cc1	-3	-1	5	1	0.3	-1.1	-5	i	0
